Nrf2 inh: blocks Nrf2 signaling | AID 504444 | actives 2.1% (n = 360,000) | A549 ARE-Fluc reporter, luciferase luminescence, 18-24 h | Potency, µM (highest dose often 46 µM), for the others: at the highest dose activity change, negative = inhibition, hits mostly inhibitors; also: % is scaled to controls: 0 for no effect and ±100 for the full control effect; nearly all actives have a fitted effect of over 60% in size
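Quantitative HTS in A549 cells stably bearing an antioxidant response element-firefly luciferase construct. Inhibition of Nrf2-driven transcription was scored by luminescence after 18-24 h of compound exposure at 37 °C.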
MCF10A rerep: inducers of DNA re-replication in MCF 10A breast cells; AID 624296; MCF 10A DNA re-replication, Hoechst nuclear intensity, 48 h; Potency, µM (titrated, usually from 46.1 µM), without a hit: at the highest dose activity, positive = re-replication, most hits filed as activators; actives 2.9% (n = 350,000); also: % of control where 0% means no effect; nearly all actives have a fitted effect of over 50% in size
HepG2 tox: kills HepG2 cells in TGF-b inhibitor counter-screen; HepG2 CAGA-GFP viability, ATP luminescence, 18 h; Potency, µM (doses to about 46.1 µM), inactives show at the highest dose activity change, negative = cytotoxicity, hits mostly cytotoxic; actives 0.76% (n = 410,000); also: some results filed as inactive show a strong effect at the top dose
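HepG2 CAGA-GFP cells (1000/well, DMEM with 1% FBS) received compound, then TGF-beta at 500 pg/mL final, and were incubated 18 hours at 37 degrees C. Viability was read by CellTiter-Glo luminescence. Media-only wells were set as complete cell-killing and DMSO as no toxicity.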
EPAC2 antag: EPAC2 (human) antagonism; Q8WZA2; EPAC2 GEF exchange of Rap1B-BODIPY-GDP, fluorescence; Potency, µM (series often up to 114 µM), inactives show at the top dose activity, negative = inhibition, hits mostly inhibitors; actives 0.18% (n = 360,000); AID 720708; also: % is scaled to controls: 0 for no effect and ±100 for the full control effect; nearly all actives have a fitted effect of over 45% in size; many of its hits are not listed in these tables
Target sequence (Q8WZA2 whole entry, looked up): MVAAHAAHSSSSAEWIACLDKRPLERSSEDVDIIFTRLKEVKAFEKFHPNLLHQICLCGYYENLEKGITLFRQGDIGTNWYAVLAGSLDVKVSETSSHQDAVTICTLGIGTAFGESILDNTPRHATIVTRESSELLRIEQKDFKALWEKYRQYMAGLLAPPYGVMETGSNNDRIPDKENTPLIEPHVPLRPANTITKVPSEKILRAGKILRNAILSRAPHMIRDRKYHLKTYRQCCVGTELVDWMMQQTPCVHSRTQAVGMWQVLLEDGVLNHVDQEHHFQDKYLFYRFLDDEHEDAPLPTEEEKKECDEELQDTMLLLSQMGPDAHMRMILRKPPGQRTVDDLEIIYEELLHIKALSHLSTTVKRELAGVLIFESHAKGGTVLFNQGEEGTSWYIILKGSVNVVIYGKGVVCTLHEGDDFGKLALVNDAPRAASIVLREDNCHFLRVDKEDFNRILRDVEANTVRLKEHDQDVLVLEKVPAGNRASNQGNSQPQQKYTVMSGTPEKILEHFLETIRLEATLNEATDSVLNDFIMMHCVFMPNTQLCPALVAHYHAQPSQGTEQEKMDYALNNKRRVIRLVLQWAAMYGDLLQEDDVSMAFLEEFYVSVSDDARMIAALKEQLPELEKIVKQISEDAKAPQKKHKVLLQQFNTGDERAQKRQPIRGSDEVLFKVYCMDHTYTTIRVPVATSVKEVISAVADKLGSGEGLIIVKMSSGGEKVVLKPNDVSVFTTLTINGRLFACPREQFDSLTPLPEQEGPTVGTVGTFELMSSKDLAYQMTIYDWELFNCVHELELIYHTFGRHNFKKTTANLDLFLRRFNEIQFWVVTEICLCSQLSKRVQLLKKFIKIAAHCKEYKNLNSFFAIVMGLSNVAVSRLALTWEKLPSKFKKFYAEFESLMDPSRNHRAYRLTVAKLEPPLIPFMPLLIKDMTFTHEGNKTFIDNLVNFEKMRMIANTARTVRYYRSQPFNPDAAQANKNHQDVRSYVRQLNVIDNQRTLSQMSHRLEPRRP
S2 tox: reduces viability in counter-screen for ATXN expression inhibitors; S2 cells (HEK-293 line with an ATXN2-luciferase reporter) viability, CellTiter-Fluor protease fluorescence, 24 h; Potency, µM (doses to about 56.7 µM), usual class: cytotoxic; actives 0.49% (n = 400,000); also: nearly all actives have a fitted effect of over 40% in size
A549 tox: A549 cytotoxicity, counter-screen for Nrf2 inhibitors; A549 ARE-Fluc cells, CellTiter-Fluor viability, 18-24 h; Potency, µM (top dose mostly 46 µM), for the others: top-dose activity change, negative = cytotoxicity, most hits filed as inhibitors; actives 0.16% (n = 390,000); AID 504648; also: % is scaled to controls: 0 for no effect and ±100 for the full control effect
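A549 ARE_Fluc cells in 5% FBS OPTI-MEM were exposed to compounds in concentration-response for 18-24 h at 37 deg C. Viability was read by CellTiter-Fluor fluorescence (Ex 405/Em 525) after 30 min, before the luciferase read.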
Nrf2 activator: activators of Nrf2 (ARE) signaling; AID 624171; AREc32 ARE-luciferase reporter (MCF7-derived line), luminescence, 24 h; Potency, µM (doses to about 46.1 µM), for inactives: at the top dose activation, most hits filed as activators; actives 0.31% (n = 410,000); also: % of control where 0% means no effect; nearly all actives have a fitted effect of over 65% in size
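Cells of the AREc32 ARE-luciferase line are plated in OPTI-MEM containing 5% FBS and left overnight at 37 deg C. Compounds are pinned in, incubation continues 24 hr, and firefly luciferase signal is then measured.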
ATXN2 expr inh: ATXN2 expression inhibition; HEK-293 ATXN2-luciferase reporter, luminescence, 24 h; Potency, µM (top dose mostly 57 µM), for the others: at the top dose activity change, negative = inhibition, actives largely listed as inhibitors; actives 0.72% (n = 360,000); AID 1745845; also: % is scaled to controls: 0 for no effect and ±100 for the full control effect; nearly all actives have a fitted effect of over 55% in size
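qHTS (up to 57 uM final) was run with 24 h compound exposure of reporter cells at 37 °C. Each well was multiplexed: SteadyGlo luminescence measured ATXN2-luciferase expression after a fluorogenic Gly-Phe-AFC viability readout (25 uM final).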
TGFb inhibitor: inhibitors of TGF-b signaling; HepG2 CAGA-GFP TGF-b/SMAD3 reporter, GFP fluorescence, 18 h; TGF-beta stimulated, 500 pg/mL final; Potency, µM (titrated, usually from 46.1 µM), without a hit: at the top dose activity, negative = inhibition, most hits filed as inhibitors; actives 1.2% (n = 410,000); AID 588855; also: % is scaled to controls: 0 for no effect and ±100 for the full control effect; nearly all actives have a fitted effect of over 65% in size
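Using HEPG2 CAGA-GFP reporter cells at 1000 cells/well, we pinned test compounds, stimulated with recombinant TGF-beta (500 pg/mL final) and measured total well GFP after 18 h.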
Numbers without * were called inactive; i = inactive; ? = inconclusive; . = not tested or not shown; [ ] = dose if it differs, or a comment. Calls follow the shape of the dose curve; as a rule, active = well fitted curve in the direction sought with a large enough effect; inconclusive = small, poorly fitted or top-dose-only effect, or another doubt; inactive = no such curve, though single readings can be large; an effect the other way counts as inactive or inconclusive. Potency is read from the fitted curve at half-maximal effect. Some of the compounds tested (hit frequency here may not be typical).

Each structure is followed by: Nrf2 inh | MCF10A rerep | HepG2 tox | EPAC2 antag | S2 tox | A549 tox | Nrf2 activator | ATXN2 expr inh | TGFb inhibitor
- Cc1ccc(CNC(=O)C(Cc2ccccc2)NS(=O)(=O)c2ccc3c(c2)CCC(=O)N3)cc1 (centres undefined)
  ? | -8% | 5% | 8% | i | -2% | -0.5% | 5% | -17%
- Cc1ccc(NC2CCCN(C(=O)c3c(C)noc3C)C2)cc1C (centres undefined)
  4% | 2% | -4% | -6% | i | -3% | -0.4% | 1% | -5%
- COc1cccc(-c2nc(CS(=O)(=O)CC(=O)N3CCc4ccccc4C3)c(C)o2)c1
  ? | -2% | -35% | -18% | i | 8% | 0.0% | -14% | ?
- CCOC(=O)c1c(C)[nH]c2c1-c1ccccc1C(=O)C2=O
  ? | 1.3µM* | 1.3µM* | -11%[57.1 µM] | . | 23µM* | -4.0% | . | 1.3µM*
- Cc1ccc(N2C(=O)CC(Sc3nc(-c4ccccc4)c4cc(Cl)ccc4n3)C2=O)c(C)c1 (centres undefined)
  -10% | 1% | 20% | 3% | i | -5% | -0.4% | -1% | 4%
- Cc1ccccc1CN(c1ccc(C(=O)Nc2ccccc2C(=O)NCc2ccco2)cc1)S(C)(=O)=O
  -31% | 21% | -10% | -5% | i | -6% | 0.6% | -6% | -28%
- CCCc1cc(=O)oc2c(C)c(OCC(=O)NC3CC(C)(C)NC(C)(C)C3)ccc12
  6% | ? | -27% | -10% | i | -10% | 0.3% | 12% | -7%
- O=c1c2ccccc2sc2ccccc12
  ? | 0% | 2% | -4% | i | 7% | 0.0% | 17% | 2%
- CCCNC(=O)c1cc2n(n1)CCCN(Cc1ccc(C)cc1)C2=O
  . | . | 2% | . | i | 12% | -0.6% | 9% | 0%
- O=C(Nc1ccc(Cl)cc1)OCCN1CCOCC1
  21% | -1% | 12% | 8% | i | 3% | 0.0% | 0% | 0%
- O=C1CC2(CON=C2c2ccc(F)cc2)C(=O)N1c1ccc(F)cc1 (centres undefined)
  10% | 21% | 20% | -8%[57.1 µM] | i | -8% | -0.5% | 3% | 43%
- Cc1noc(C)c1COc1cccc(C(=O)N(C)Cc2nc3ccccc3c(=O)[nH]2)c1
  -2% | -8% | 5% | -6% | i | 0% | 1.6% | -2% | 0%
- COc1ccc(-c2noc(CSc3nc4ccccc4c(=O)n3-c3ccccc3)n2)cc1
  ? | ? | -1% | -3% | i | -1% | 0.5% | -17% | 5%
- COc1ccc(-n2nc3cc(C)c(N)c(Br)c3n2)cc1
  ? | 27% | -1% | 4% | i | 1% | 14% | 149%[activator] | 14%
- COc1ccc(CCNC(=O)CC2SC(=Nc3cc(C)cc(C)c3)NC2=O)cc1OC (centres undefined)
  7% | 0% | -4% | 13% | i | -11% | 0.0% | 3% | 10%
- Cc1ccc(C(=O)N2CCCCC2C(=O)O)o1 (centres undefined)
  1% | 0% | -1% | 5% | i | 0% | -0.3% | -6% | 4%
- Nc1ccn(CC(=O)N2CCN(c3ccccn3)CC2)c(=O)n1
  -8% | 8% | -9% | 8% | i | -3% | -0.4% | -7% | -2%
- COc1ccc(CN2CCCC(C(=O)Nc3cccc(-n4cccn4)c3)C2)c(F)c1 (centres undefined)
  -26% | ? | -34% | -8% | i | -2% | 3.0% | -4% | ?
- COc1ccc2ncc3c(-c4ccc(C)c(C)c4)nn(CC(=O)Nc4ccccc4)c3c2c1
  ? | . | 4% | . | i | -20% | 0.0% | 0% | 23%
- O=C(O)C1=C(C(=O)Nc2cccc(C(F)(F)F)c2)CCCC1
  1% | 5% | -16% | 7% | i | 2% | 2.9% | 4% | -4%
- O=C(NCc1cccnc1)c1ccc(NC(=O)c2ccc(Br)cc2)cc1
  ? | 12% | -20% | 0% | i | -4% | 0.2% | 0% | -10%
- Cc1ccc(NC2=C(NC(=O)c3ccccc3)C(=O)c3ccccc3C2=O)cc1Cl
  11% | 27% | 16µM* | -6% | ? | -9% | 0.1% | -8% | 11µM*
- O=C(Nc1ccc2snnc2c1)N1CCSCC1
  18% | -2% | -2% | 8% | i | -1% | -0.5% | 1% | 4%
- COc1ccccc1N=c1oc2cc(O)ccc2cc1C(N)=O
  ? | 18µM* | 10µM* | 1% | . | 17% | 0.7% | -5% | 24%
- CN(C)C(=O)c1ccc(NC(=O)c2cc(-n3cnnc3)ccc2Cl)cc1
  8% | -3% | 5% | 0% | i | 1% | -0.4% | 2% | 9%
- Cc1ccc(OCCC(=O)OCC(=O)Nc2cc(S(=O)(=O)N(C)C)ccc2C)cc1
  18% | 8% | 1% | 3% | i | -11% | -0.3% | 7% | 3%
- CCCCn1c(N)c(N(CCOC)C(=O)CCc2ccc(OC)cc2)c(=O)[nH]c1=O
  14% | 0% | -4% | 2% | i | 5% | 1.3% | 2% | -7%
- COCCN(C(=S)Nc1cccc(C)c1)C(C)c1cccs1 (centres undefined)
  -3% | -2% | 3% | 6% | i | -3% | -0.4% | 4% | 0%
- Cc1cc(C(=O)N/N=C/c2cccn2C)no1
  20% | 3% | 2% | -13% | i | 2% | 3.2% | 6% | -12%
- CCN(CC)S(=O)(=O)c1ccc(NC(=O)c2cc(-c3ccccc3)nc3ccccc23)cc1
  0% | -6% | -6% | 7% | i | -10% | -0.2% | -6% | -20%
- Cc1cc(Br)ccc1NC(=O)CNC(=O)CSc1ncccn1
  13% | 0% | -1% | 22% | i | 8% | -0.2% | -2% | -1%
- NC(=O)CC1(CC(=O)O)CCCCC1
  -9% | 4% | -25% | 1% | i | 0% | 0.1% | 3% | 31%[activator]
- COCCCNC(=O)Cn1c(=O)n(Cc2ccccc2Cl)c(=O)c2cc(OC)c(OC)cc21
  3% | -2% | 5% | 8% | i | 2% | -2.0% | 2% | 12%
- CCCN(CC(=O)Nc1ccccc1OC)C(=O)CCC(=O)c1ccc(Cl)s1
  -1% | 1% | -13% | -11% | i | -4% | -0.7% | -16% | -15%
- CCOC(=O)C1CCCN(C(=O)c2[nH]c3ccccc3c2Sc2ccc(Cl)cc2)C1 (centres undefined)
  ? | . | -106% | . | ? | -2% | 4.2% | ? | ?
- Cn1c2c(c(=O)n(C)c1=O)C(NC(=O)c1ccco1)(C(F)(F)F)C(=O)N2 (centres undefined)
  18% | -3% | -37% | 11% | i | 12% | -0.3% | -6% | 4%
- O=C(O)c1ccccc1OCc1nc2ccccc2s1
  ? | 1% | 11% | -8% | i | 9% | ? | 90%[activator] | -1%
- CC(C)C(NS(=O)(=O)c1cccs1)C(=O)N(C)Cc1ccccc1 (centres undefined)
  -16% | 2% | 1% | -2% | i | 0% | 0.5% | -33% | 7%
- Cc1ccccc1-n1c(C)nc2ccccc21
  2% | 21% | -2% | 11% | i | -5% | -0.7% | 17% | -5%
- O=C(CCC1CCCCC1)NCc1ccccn1
  17% | 6% | 2% | -27% | i | -4% | 0.3% | 6% | 18%
- Cc1ccc(Cc2c(C3CCCCC3)nc3c(C)cc(Br)cn23)cc1
  . | . | . | -17% | i | . | 11% | 5% | .
- Cc1cc(C)c2c(=O)c3c(oc2c1)C(=O)N(Cc1ccco1)C3c1ccc(F)cc1 (centres undefined)
  25% | . | -7% | . | i | 1% | -0.3% | -5% | 2%
- CCOC(=O)C1CCCN(c2nc(C)nc3c2oc2ccccc23)C1 (centres undefined)
  . | 57% | -7% | -7% | i | -6% | -0.1% | -17% | 5%
- O=C1CCCC2=C1C(c1ccsc1)CC(=O)N2c1nnc(SCc2ccccc2)s1 (centres undefined)
  -23% | -2% | 4% | -11% | i | -8% | 0.3% | -5% | -2%
- COc1ccc(C2=Nn3c(nnc3-c3ccccn3)SC2)cc1OC
  -5% | -2% | -14% | 9% | i | -7% | 2.2% | 11% | 0%
- CN1CCN(S(=O)(=O)c2ccc(C3CCCCC3)cc2)CC1
  15% | 14% | -1% | -7% | i | 12% | 0.1% | 2% | 10%
- COc1cccc(NC(=O)C2CC(=O)n3cnnc3S2)c1 (centres undefined)
  ? | 19% | 7% | 14% | i | 14% | 6.8% | 3% | -5%
- CCc1ccccc1NC(=O)C1CCCN1C(=O)Nc1ccc(C)cc1 (centres undefined)
  6% | -3% | 1% | -4% | i | -2% | -0.5% | -5% | 2%
- COc1cc(CN2CCC(C(=O)NC3CCCC3)CC2)cc(OC)c1O
  7% | -180%[0.0737 µM] | 0% | 5% | i | -4% | -0.7% | 3% | -3%
- O=C(c1cccc(Cl)c1)N1CCN(C2CCCCC2)CC1
  -1% | 3% | -1% | 14% | i | 0% | -0.1% | . | 1%
- N#Cc1c(F)cccc1NCCCn1ccnc1
  -16% | 2% | -8% | 4% | i | 1% | -0.1% | 0% | 0%
- O=C(NCc1ccco1)c1cnn2cccnc12
  -2% | -1% | -2% | -6% | i | 4% | 11% | 0% | 4%
- CC(C)CNS(=O)(=O)c1ccc(CCC(=O)Nc2cc(Cl)ccc2Oc2ccccc2)cc1
  . | 16% | -19% | -9% | i | -1% | 4.4% | -32% | -2%
- COC(=O)[C@]1(Cc2ccccc2)N[C@H](c2ccc(-c3ccc(Cl)c(Cl)c3)cc2)[C@@H]2C(=O)N(C)C(=O)[C@@H]21
  -5% | 5% | -10% | 6% | i | -5% | 0.1% | -6% | 3%
- Cc1cccc(C(=O)N[C@H](C(=O)Nc2nc3ccccc3[nH]2)C(C)C)c1
  ? | 5.8µM* | -64% | 2% | ? | -17% | 0.4% | ? | ?
- O=c1c2[nH]c3ccccc3c2nc2n1CCCS2
  . | -1% | -7% | 4% | i | 1% | 12% | 40%[activator] | -14%

Screening results: PubChem, National Center for Advancing Translational Sciences (NCATS)
